Screens from PubChem BioAssay.
Akt phos inh: HTS Assay for Inhibitors of Akt Phophorylation: Primary Screen; AID 651550, 2012; Neuro2A IGF-stimulated pAkt S473 HTRF, 20 min; hits give low values; activity change, % for hits at 50 µM; 0.32% of 360,000 active; in the data active means activity change below about -80%; inconclusive means mostly about -51% to -80%; further: on the % scale 0 is the no-effect control and ±100 the full control effect
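Neuro2A cells in DMEM with 0.5% FBS, overnight at 37 deg C, given compound at single 50 µM final, then IGF (6 nM final) for 20 min at 37 deg C. Lysed; phospho-Akt Ser473 by HTRF after 24 h, 665/615 ratio.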
aSyn rescue: qHTS of alpha-syn Inhibitors | Yeast expressing alpha-synuclein, growth rescue, BacTiter-Glo, 24 h | 0.14% of 370,000 active | Potency, µM (series often up to 46.1 µM), without a hit: at the top dose growth rescue (activation), most hits filed as activators | AID 652106, 2013; further: potency means the concentration at half of the fitted maximal effect; % of control where 0% means no effect; nearly all actives have a fitted effect of over 65% in size
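Rescue of yeast growth: cells expressing toxic alpha-synuclein, induced in galactose at OD600 0.02, incubated with compound 24 h at 30 C. ATP luminescence quantified growth; inhibitors of toxicity appear as activators.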
HEK293 tox: qHTS of GLP-1 Receptor Inverse Agonists: Cytotox Screen | HEK293 cAMP-luciferase reporter cells, luminescence, 24 h | Potency, µM (series often up to 38.3 µM), for inactives: at the highest dose activity change, negative = inhibition, most hits filed as inhibitors | 0.13% of 410,000 active;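 further: loss of luciferase light is scored as toxicity; potency means the concentration at half of the fitted maximal effect; on the % scale 0 is the no-effect control and ±100 the full control effect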
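Quantitative HTS format, 1536 wells, 200 cells/uL seeded. Compounds: 23 nL, 24 h, 37 °C. Detection: luciferase reagent, luminescence at 12 min RT; decreased signal taken as cytotoxic.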
Abeta rescue: qHTS for compounds that reverse cellular toxicity of Amyloid beta (A-beta) peptide in yeast: Primary Screen; 0.063% of 410,000 active; Potency, µM (top dose mostly 46.1 µM), without a hit: at the top dose growth rescue, hits mostly activators; yeast expressing A-beta42, growth rescue, OD600, 48 h; response scale: 0% DMSO, 100% iron-clioquinol control; further: potency means the concentration at half of the fitted maximal effect; nearly all actives have a fitted effect of over 55% in size
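Yeast growth medium received pinned compounds, then yeast cells expressing toxic A-beta were added; plates incubated at 30 C for 48 hr. Growth read as absorbance at 600 nm, normalized to DMSO and equimolar FeCl3 plus clioquinol controls.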
TDP-43 yeast inh: qHTS of TDP-43 Inhibitors. Potency, µM (highest dose often 46.1 µM), for inactives: top-dose growth rescue (activation), most hits filed as activators. 1.8% of 410,000 active. TDP-43 expressing yeast growth rescue, BacTiter-Glo, 24 h; further: potency means the concentration at half of the fitted maximal effect; % of control where 0% means no effect; nearly all actives have a fitted effect of over 50% in size
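Galactose-induced TDP-43 yeast, OD600=0.02, compound pinned; 24 hr, 30 deg C; BacTiter-Glo luminescence for growth. Inhibitors of TDP-43 toxicity read as activators.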
Mm-Cpn inhibitor: Inhibitors of TCP-1 ring complex (TRiC) of Methanococcus maripaludis (MmCpn): qHTS. Potency, µM (doses to about 76.9 µM), for the others: at the highest dose activity, negative = inhibition, actives largely listed as inhibitors. purified Mm-Cpn ATPase, ADP Transcreener TR-FRET. 0.031% of 330,000 active. AID 504842, 2011; further: potency means the concentration at half of the fitted maximal effect; on the % scale 0 is the no-effect control and ±100 the full control effect; nearly all actives have a fitted effect of over 80% in size
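Measured: ADP formation by purified Mm-CPN. Conditions: 25 nM protein, 10 uM ATP, Tris pH 7.4 with Mg2+, K+ and DTT, 37°C for 30 min. Detection: Transcreener HTRF after 30 min at room temperature.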
FUS suppressor: qHTS for Suppressors of FUS Proteinopathy: Primary screen using FUS-linked yeast assay. S. cerevisiae FUS-expressing, growth rescue, OD600, 24 h. 0.24% of 390,000 active. Potency, µM (top dose mostly 76.6 µM), without a hit: at the highest dose growth rescue (activation), most hits filed as activators. AID 1347120, 2019;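 further: potency means the concentration at half of the fitted maximal effect; plate controls were DMSO vehicle for no effect and reference control for full effect; nearly all actives have a fitted effect of over 55% in size; some results filed as inactive show a strong effect at the top dose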
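Restored growth of FUS-toxic S. cerevisiae, read as 600 nm absorbance after 24 h at 30C in galactose medium (starting OD 0.005). Controls CP55940 and DMSO.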
PTHR1 ag: qHTS for PTHR1 Agonists: Primary Screen. 0.075% of 410,000 active. HEK293 GP2 PTHR1 cells, GloSensor cAMP luminescence, 1 h. Potency, µM (doses to about 115 µM), without a hit: at the highest dose activation, hits mostly activators. AID 743266, 2014. Parathyroid hormone/parathyroid hormone-related peptide receptor (Homo sapiens), Q03431; further: potency means the concentration at half of the fitted maximal effect; nearly all actives have a fitted effect of over 55% in size; some results filed as inactive show a strong effect at the top dose; inactives centre near -15; many of its hits are not listed in these tables
Target sequence (Q03431 whole entry, looked up): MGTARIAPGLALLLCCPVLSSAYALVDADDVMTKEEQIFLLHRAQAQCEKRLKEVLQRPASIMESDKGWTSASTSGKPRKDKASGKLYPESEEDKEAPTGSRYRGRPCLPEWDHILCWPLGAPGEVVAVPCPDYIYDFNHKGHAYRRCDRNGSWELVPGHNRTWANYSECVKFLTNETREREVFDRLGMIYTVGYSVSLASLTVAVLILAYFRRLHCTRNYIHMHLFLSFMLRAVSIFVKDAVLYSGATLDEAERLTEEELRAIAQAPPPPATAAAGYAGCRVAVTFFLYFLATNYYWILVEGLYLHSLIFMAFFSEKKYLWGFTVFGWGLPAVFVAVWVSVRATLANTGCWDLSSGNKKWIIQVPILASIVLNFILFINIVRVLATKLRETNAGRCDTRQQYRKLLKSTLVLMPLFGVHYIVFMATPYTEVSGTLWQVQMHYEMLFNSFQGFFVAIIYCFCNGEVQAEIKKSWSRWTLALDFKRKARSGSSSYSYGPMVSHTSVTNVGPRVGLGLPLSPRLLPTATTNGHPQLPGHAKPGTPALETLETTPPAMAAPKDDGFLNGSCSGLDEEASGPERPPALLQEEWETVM
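HEK-293-derived GP2 cells expressing PTHR1 and a GloSensor cAMP reporter, 3,000/well, plated overnight, given luciferin plus IBMX (each 0.5 mM as added) for 1 h at 37 °C, then compound for 1 h at 37 °C. Luminescence was read after 15 min at room temperature.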
GLP1R inv ag: qHTS of GLP-1 Receptor Inverse Agonists (Inhibition Mode); Potency, µM (doses to about 38.3 µM), for the others: top-dose activity change, negative = inhibition, actives largely listed as inhibitors; 1.6% of 410,000 active; HEK293 GLP-1R CRE-luciferase, luminescence, 24 h; GLP-1R form is constitutively active; further: potency means the concentration at half of the fitted maximal effect; on the % scale 0 is the no-effect control and ±100 the full control effect; nearly all actives have a fitted effect of over 55% in size
Target sequence (P43220 whole entry, looked up): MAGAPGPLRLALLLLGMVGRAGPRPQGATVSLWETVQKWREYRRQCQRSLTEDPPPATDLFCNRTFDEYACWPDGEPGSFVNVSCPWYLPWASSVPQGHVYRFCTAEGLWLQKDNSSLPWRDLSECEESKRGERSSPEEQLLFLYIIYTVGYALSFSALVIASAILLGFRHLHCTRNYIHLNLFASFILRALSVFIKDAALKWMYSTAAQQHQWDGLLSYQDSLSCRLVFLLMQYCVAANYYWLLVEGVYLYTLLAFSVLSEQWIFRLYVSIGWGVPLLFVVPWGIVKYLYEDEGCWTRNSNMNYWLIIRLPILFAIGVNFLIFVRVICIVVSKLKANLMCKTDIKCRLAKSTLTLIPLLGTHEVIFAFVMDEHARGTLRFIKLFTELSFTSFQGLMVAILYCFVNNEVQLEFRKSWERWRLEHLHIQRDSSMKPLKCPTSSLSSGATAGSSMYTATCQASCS
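Assay principle: reduced luminescence from a cAMP-responsive reporter in HEK293 cells co-expressing a constitutively active GLP-1R. Conditions: 24 hr compound incubation, 37 deg C, 5% CO2.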
Numbers without * were called inactive; i = inactive; u = inconclusive; x = no result given; & = joins results of further samples; [ ] = dose if it differs, or a comment. Unless noted, the call rests on the fitted dose curve; in most records, active means well fitted curve in the direction sought with a large enough effect; inconclusive means small, poorly fitted or top-dose-only effect, or another doubt; inactive means no such curve, though single readings can be large; an effect the other way counts as inactive or inconclusive.

#1 COc1ccc(-c2onc(C)c2C)cc1S(=O)(=O)Nc1cccc(C#N)c1
#2 OCCC#Cc1ccc(CN2CCN(CCc3ccccc3)C(CCO)C2)cc1 (configuration not stated)
#3 O=C(Nc1nc(-c2ccccc2)c(-c2ccccc2)s1)c1ccc(S(=O)(=O)N2CCCC2)cc1
#4 Cc1cc(C)c2nc(-c3cccnc3)cc(C(=O)Nc3ccc(S(=O)(=O)Nc4onc(C)c4C)cc3)c2c1
#5 Cc1cc(C(=O)COc2ccc(F)cc2Br)c(C)n1C
#6 COc1cc(C(=O)NC(=S)Nc2csc(-c3ccc(F)cc3)n2)cc(OC)c1OC
#7 COc1ccc(-c2csc(NC(=S)NC(=O)c3ccc4ccccc4c3)n2)cc1OC
#8 O=C(Cc1ccccc1[N+](=O)[O-])Nc1ccccc1C(=O)N1CCOCC1
compound no.,1,2,3,4,5,6,7,8
TDP-43 yeast inh,-5%,-7%,15%,0%,x,-1%,-4%,11%
PTHR1 ag,-42%[inhibitor],i,i,-1%,i,-7%,6%,i
Mm-Cpn inhibitor,x,3%,-2%,0%,-2%,-1%,1%,3%
GLP1R inv ag,-13%,-18%,13%,u,0%,1%,60%[activator],7%
Abeta rescue,-11%,7%,0%,3%,4%,-2%,14%,-4%
FUS suppressor,21%,4%,x,38%,0%,-21%,-4%,-23%
aSyn rescue,x,-3%,2%,1%,9%,0%,-8%,2%
Akt phos inh,x,i,i,i,i,i,i,i
HEK293 tox,-22%,-10%,-7%,-8%,7%,2%,2%,3%

Next section (four carried over from the part before).
#5 Cc1cc(C(=O)COc2ccc(F)cc2Br)c(C)n1C
#6 COc1cc(C(=O)NC(=S)Nc2csc(-c3ccc(F)cc3)n2)cc(OC)c1OC
#7 COc1ccc(-c2csc(NC(=S)NC(=O)c3ccc4ccccc4c3)n2)cc1OC
#8 O=C(Cc1ccccc1[N+](=O)[O-])Nc1ccccc1C(=O)N1CCOCC1
#9 CC1=C(C(=O)OCc2ccccc2)C(c2ccccn2)c2c(n(C)c(=O)n(C)c2=O)N1 (configuration not stated)
#10 CCOc1ccc(NS(=O)(=O)c2ccc(C(=O)N(C)C)s2)cc1
#11 CSCCC(NC(=O)c1ccccc1Cl)C(=O)NCc1ccncc1 (configuration not stated)
#12 COc1ccccc1C(=O)N/C(=C\c1ccccc1)C(=O)NCc1ccco1
#13 Cc1cccc(Nc2ccccc2C(=O)OCC(=O)N(C)C2CCS(=O)(=O)C2)c1C (configuration not stated)
#14 CCCCSCCCNC(=O)C1CCC(CNS(=O)(=O)c2ccccc2)CC1 (configuration not stated)
#15 CCN(C(=O)COC(=O)c1ccc(COc2ccc3c(C)cc(=O)oc3c2)cc1)C1CCS(=O)(=O)C1 (configuration not stated)
#16 Cc1ccc(C2(C)NC(=O)N(CC(=O)NC(=O)NCCC(C)C)C2=O)cc1 (configuration not stated)
compound no.,5,6,7,8,9,10,11,12,13,14,15,16
TDP-43 yeast inh,x,-1%,-4%,11%,8%&-8%,-5%,-1%,-2%,-17%,-19%&-18%,-6%,-10%
PTHR1 ag,i,-7%,6%,i,-1%,-3%,-8%,i,-64%[inhibitor],-3%&-67%,-5%,-13%[57.5 µM]
Mm-Cpn inhibitor,-2%,-1%,1%,3%,0%,x,1%,1%,0%,1%,-3%,1%
GLP1R inv ag,0%,1%,60%[activator],7%,9%&8%,-19%,-9%,u,6%,-7%&5%,52%[activator],-46%
Abeta rescue,4%,-2%,14%,-4%,2%&8%,-15%,5%,8%,-7%,-6%&-16%,-2%,-9%
FUS suppressor,0%,-21%,-4%,-23%,0%,1%,5%,0%,u,18%&8%,26%,21%
aSyn rescue,9%,0%,-8%,2%,1%&1%,x,7%[1.84 µM],0%,15%,-1%,-3%,0%
Akt phos inh,i,i,i,i,i,x,i,i,i,i,i,i
HEK293 tox,7%,2%,2%,3%,3%&5%,-1%,-5%,2%,-18%,12%&1%,3%,-1%

#17 Cc1cc(Br)c(S(=O)(=O)NCCN2CCOCC2)cc1C
#18 O=C(c1cccc(N2CCCC2=O)c1)N1CCN(c2ccc(F)cc2)CC1
#19 Cc1ccc2cc(CN(CC3CCCO3)S(=O)(=O)c3c(C)ccc4nsnc34)c(=O)[nH]c2c1 (configuration not stated)
#20 NC(=O)c1ccc(CN2CCC(Cc3ccccc3)CC2)cc1
#21 CC(C(=O)NC(C)(C)C)N(C(=O)CS(=O)CC(=O)Nc1ccc(F)cc1)c1ccccc1F (configuration not stated)
#22 O=C(CSc1nnc(CN2CCOCC2)n1-c1ccccc1)N1CCc2ccccc21
#23 FC(F)(F)COc1nc(OCC(F)(F)F)nc(N2CCN(c3ccccc3)CC2)n1
#24 CC(NS(=O)(=O)c1ccc(Cl)c(Cl)c1)C(=O)OCC(=O)N1CCCCCC1 (configuration not stated)
compound no.,17,18,19,20,21,22,23,24
TDP-43 yeast inh,17%,11%,-14%,-8%,-11%[0.397 µM],-2%,15%,22%
PTHR1 ag,i,0%,i,-3%,i,i,-15%[57.5 µM],-5%
Mm-Cpn inhibitor,-2%,4%,0%,6%,4%,0%,-1%,-3%
GLP1R inv ag,7%,u,0%,13%,0%,2%,5µM*,-1%
Abeta rescue,5%,-8%,11%,-2%,11%,14%,4%,-1%
FUS suppressor,20%,-11%,1%,-15%,10%,1%,-27%,x
aSyn rescue,1%,0%,1%,-3%,0%,0%,0%,-1%
Akt phos inh,i,i,i,i,i,i,i,i
HEK293 tox,-6%,2%,-1%,2%,-7%,-9%,-20%,-3%

#25 C[C@H]1CN([C@@H](C)CO)C(=O)c2cc(Br)cnc2O[C@@H]1CN(C)C(=O)Nc1ccc(C(F)(F)F)cc1
#26 Cc1cccc(CN2C(=O)c3ccccc3S(=O)(=O)c3ccc(C(=O)N4CCN(c5cc(C)ccc5C)CC4)cc32)c1
#27 O=C(NCC1CCCCC1)c1ccc(F)c(S(=O)(=O)N2CCOCC2)c1
#28 Cc1cc2oc(C(=O)NC3CCS(=O)(=O)C3)cc(=O)c2cc1C (configuration not stated)
#29 Cc1cc(C)c2oc(=O)cc(CN3CCCCC3)c2c1
#30 Cc1cc(CSc2ccc(Cl)cc2)ccc1N
#31 O=C(NCCCCNC(=O)c1ccccc1F)c1ccccc1F
#32 COCCCn1cc(C(=O)c2ccccc2OCC(=O)Nc2cccc(F)c2)cc(C#N)c1=O
compound no.,25,26,27,28,29,30,31,32
TDP-43 yeast inh,20%,19%,1%,17%,-16%,u,-9%,3%
PTHR1 ag,-12%,-7%,-39%[inhibitor],i,-17%,i,-14%,i
Mm-Cpn inhibitor,x,x,0%,0%,-2%,x,0%,-13%
GLP1R inv ag,-18%,u,-14%,26%,u,u,45%[activator],3%
Abeta rescue,0%,1%,25%,7%,5%,27%,-6%,4%
FUS suppressor,13%,24%,6%,13%,-2%,16%,-2%,12%
aSyn rescue,1%,x,-2%[1.84 µM],6%,-13%,10%,-2%,-2%
Akt phos inh,i,x,i,i,i,i,i,i
HEK293 tox,-12%,-6%,4%,7%,-4%,5%,5%,-15%

#33 COc1ccc(/C=N/NC(=O)c2ccc[nH]2)cc1
#34 CCOC(=O)C1=C(N)OC2=C(C(=O)CC(C)(C)C2)C1c1ccc(CC)s1 (configuration not stated)
#35 Cc1ccc(N2CCN(C(=O)c3c(C)oc4ncn(C)c(=O)c34)CC2)c(C)c1
#36 CCc1c(C)sc(NC(=O)c2cc(CC(C)C)on2)c1C#N
#37 O=[N+]([O-])c1ccc(N2CCCC2)nc1N1CCCC1
#38 Cc1ccc(C(=O)NC(=S)Nc2cc(-c3nc4ccccc4s3)ccc2C)cc1
#39 O=C(O)CSCc1ccc(Cl)cc1
#40 Cc1cc(N2CCN(C)CC2)nc2ccc(NC(=O)Nc3ccc(Cl)cc3)cc12
compound no.,33,34,35,36,37,38,39,40
TDP-43 yeast inh,9%,-10%,20%,17%,28%,3%,-17%,0%
PTHR1 ag,-13%,-20%,-5%,-5%,-1%,-7%[57.5 µM],-13%[57.5 µM],-63%[inhibitor]
Mm-Cpn inhibitor,3%,-1%,x,-1%,-2%,-1%,1%,x
GLP1R inv ag,u,u,15%,-18%,-6%,39%[activator],1%,-2%
Abeta rescue,7%,-2%,-1%,-1%,-4%,19%,u,-18%
FUS suppressor,-23%,15%,6%,-16%,0%,9%,-7%,-17%
aSyn rescue,-2%,-2%,x,5%,7%,2%,12%,x
Akt phos inh,i,i,x,i,i,i,i,x
HEK293 tox,3%,-4%,8%,0%,2%,-25%,65%[activator],-1%

Not all compounds are listed (hit frequency here may not be typical).
